NALP1 inh = NALP1 inflammasome inhibitors in reconstituted yeast, colorimetric, S. cerevisiae, triplicate retest; S. cerevisiae NALP1/ASC/caspase-1 growth, X-gal OD620, 72 h; inhibition, % at 10 µM; actives 0.61% (n = 280,000); in the data active means inhibition mostly above about 24%, no sharp cut-off; inactive means mostly below about 32%; further: some compounds called inactive have numbers as strong as hits
PfM18AAP inh = PfM18AAP inhibitors, malaria aminopeptidase, primary screen, biochemical, QFRET, recombinant enzyme; M18 aspartyl aminopeptidase (Plasmodium falciparum 3D7); H-Glu-NHMec fluorogenic cleavage; inhibition, % at 7.35 µM; actives 1.2% (n = 290,000);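 active means inhibition above the campaign mean inhibition over all tested compounds plus 3 SD, cut at about 28% in these data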;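 further: 0% = plate median of test compound wells and 100% = 2 mM ZnCl2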
IDE cell activ = human IDE activators in live cells, primary screen, fluorescence polarization, HEK cells, FAbeta-B substrate | actives 0.073% (n = 340,000) | activation, % at 5.96 µM | Insulin-degrading enzyme (Homo sapiens), P14735 | FAbeta-B cleavage; 0% vehicle, 100% cell-free pure enzyme wells;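 active means activation above the mean of all tested compounds plus 3 SD, set per screening campaign, cut at about 17% in these data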
p-CIP stab down = p/CIP-EGFP fusion destabilizers, primary screen, fluorescence, F442A cells. Q05BA5. 16 h. decrease of EGFP signal, % at 10 µM. actives 0.01% (n = 290,000);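 active means EGFP signal decrease of at least 30% at 10 µM or well 3 SD below plate mean, unless failing retest; inactive means the rest, including hits failing retest or dose response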; further: some compounds called inactive have numbers as strong as hits; many of its hits are not listed in these tables
VIM-2 inh = VIM-2 metallo-beta-lactamase inhibitors, primary screen, biochemical, epi-absorbance readout, Pseudomonas aeruginosa enzyme; actives 0.89% (n = 290,000); purified VIM-2, nitrocefin hydrolysis, epi-absorbance fluorescence; AID 1527, 2009; inhibition, % at 5.6 µM;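 active means inhibition above the mean of all tested compounds plus 3 SD, cutoff set per screening run, cut at about 7.5% in these data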;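 further: red hydrolysis product quenches plate fluorescence so inhibitors raise well fluorescence; 0% = enzyme with DMSO and 100% = DMSO without enzyme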
IMP-1 inh = IMP-1 metallo-beta-lactamase inhibitors, primary screen, biochemical, epi-absorbance readout, Pseudomonas aeruginosa enzyme | actives 0.45% (n = 290,000) | metallo-beta-lactamase IMP-1 (Pseudomonas aeruginosa) | inhibition, % at 5.6 µM | purified IMP-1, nitrocefin hydrolysis, epi-absorbance fluorescence;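 active means inhibition above the mean plus 3 SD of all compounds in the same screening run, cut at about 4.5% in these data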;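 further: 0% = IMP-1 with DMSO and 100% = DMSO wells lacking enzyme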
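System: purified recombinant IMP-1 beta-lactamase. Medium: Zinc- and detergent-supplemented HEPES buffer, pH 7.1. Compound: one 5.6 µM dose […]. Schedule: 15 min preincubation plus 25 min reaction at 25 °C. Technique: Epi-absorbance fluorescence, 480 nm excitation, 530 nm emission.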
PHOSPHO1 block = PubChem AID 1565. recombinant PHOSPHO1, absorbance phosphatase assay. inhibition, % at 13.3 µM. actives 1.1% (n = 290,000); in the data active means inhibition above about 60%
Target sequence (Q8TCT1 whole entry, looked up): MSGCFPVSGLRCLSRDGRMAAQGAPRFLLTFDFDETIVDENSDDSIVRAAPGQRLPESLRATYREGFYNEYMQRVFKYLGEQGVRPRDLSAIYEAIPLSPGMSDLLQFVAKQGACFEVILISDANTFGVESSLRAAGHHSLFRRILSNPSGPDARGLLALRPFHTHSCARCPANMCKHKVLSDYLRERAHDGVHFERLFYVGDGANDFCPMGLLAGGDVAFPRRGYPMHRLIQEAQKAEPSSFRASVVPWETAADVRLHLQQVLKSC
GPR7 antagonist = GPR7 receptor antagonists, primary screen, cell-based, fluorescence, single concentration. Neuropeptides B/W receptor type 1 (Homo sapiens), P48145. GPR7-expressing cells, fluorescence antagonist assay. inhibition, % at 4.4 µM. actives 1.1% (n = 290,000). AID 1861, 2009; in the data active means inhibition above about 16%, passing the limit was not always enough;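 further: cells stimulated with the agonist NPW; 0% = agonist with vehicle and 100% = vehicle without agonist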
Target sequence (P48145 whole entry, looked up): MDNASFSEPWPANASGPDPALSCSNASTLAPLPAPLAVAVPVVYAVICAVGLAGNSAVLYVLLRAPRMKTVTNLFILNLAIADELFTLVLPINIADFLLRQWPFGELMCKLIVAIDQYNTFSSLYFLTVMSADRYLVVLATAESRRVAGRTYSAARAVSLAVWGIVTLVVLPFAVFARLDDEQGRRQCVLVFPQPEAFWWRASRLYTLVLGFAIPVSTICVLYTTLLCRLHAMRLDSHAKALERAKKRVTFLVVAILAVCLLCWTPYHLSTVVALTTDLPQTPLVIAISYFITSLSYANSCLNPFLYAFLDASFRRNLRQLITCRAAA
IDE inh = human IDE inhibitors in live cells, primary screen, fluorescence polarization, HEK cells, FAbetaB substrate | Insulin-degrading enzyme (Homo sapiens), P14735 | FAbetaB cleavage | inhibition, % at 5.59 µM | actives 0.41% (n = 320,000) | AID 434962, 2010;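 active means percent inhibition above the average of all tested compounds plus 3 SD, set per screening campaign, cut at about 16% in these data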;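 further: IDE supplied by intact live HEK cells; FP after avidin binding of uncleaved biotin substrate so inhibition keeps polarization high; 0% = DMSO wells and 100% = 60 µM reference IDE inhibitor Ii1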
The depositor's hits bear a star; / = not tested or not shown.

Molecule	NALP1 inh	PfM18AAP inh	IDE cell activ	p-CIP stab down	VIM-2 inh	IMP-1 inh	PHOSPHO1 block	GPR7 antagonist	IDE inh
CCCOC(=O)CSC1=C(C#N)C(c2ccccc2OCC)C(C#N)C(=O)N1 (centres undefined)	-10	7	1	1	-2.1	-4.4	75*	-8	0
CN(Cc1ccccc1)C(=O)COC(=O)c1cc(NS(=O)(=O)c2cccs2)ccc1O	1	5	5	15	-2.4	-1.9	-8	12	3
Cc1c(Cl)cccc1NC(=O)CNc1cccc(S(=O)(=O)N(C)C)c1	27	0	1	-3	-3.8	-4.2	-21	0	-6
Cn1c(SCC(=O)Nc2ccccc2C(F)(F)F)nc2c(c1=O)SCC2	15	-10	7	-12	-3.9	-5.5	27	-17	-1
COc1ccc(CNC(=O)C(=O)NCC2OCCN2S(=O)(=O)c2cccs2)cc1 (centres undefined)	35	3	-1	-6	-2.3	-2.3	1	-10	5
NC(=S)NCc1cccnc1	-6	0	1	-2	-2.2	-1.9	41	-8	0
C/C(=C\c1ccccc1F)C(=O)c1c(C)cc(C)[nH]c1=O	5	2	-4	-8	-4.7	-2.2	28	-9	4
CCOC(=O)C(Cc1c[nH]c2ccccc12)NC(=O)c1ccccc1Br (centres undefined)	-1	5	1	-10	-0.5	-3.9	39	7	1
CCOC(=O)C1CCCN(c2c(NCCc3ccccc3)c(=O)c2=O)C1 (centres undefined)	0	12	0	7	-3.0	-1.6	16	-14	8
Cn1c(=O)c2c(ncn2CC(O)CNc2ccc(F)cc2)n(C)c1=O (centres undefined)	28	8	6	1	-1.8	-0.9	39	10	2
O=C(CSc1ncc(-c2ccccc2)nn1)NCc1ccco1	-15	7	0	-1	-1.4	-4.1	-7	-8	-4
Cc1cccc2sc(NNC(=O)C3COc4ccccc4O3)nc12 (centres undefined)	34	36*	4	-12	-2.3	-2.5	-9	-8	6
Cc1cc(C)cc(OCCn2ccnc2)c1	/	1	1	-14	-2.7	-4.4	/	-7	3
Cc1ccc(OCC(=O)Nc2ccc(N(C)C)cc2)cc1	-10	8	2	-7	-0.7	-2.3	81*	-3	4
COC(=O)c1[nH]c2cccc(C)c2c1NC(=O)CN1CCN(C(=O)c2ccco2)CC1	-16	5	2	-4	0.2	0.8	15	-6	3
CCOC(=O)Cn1cnc2c(nnn2-c2ccccc2)c1=O	4	3	2	-12	-2.4	-4.3	-6	-4	2
CCN(CC)Cc1c(C(=O)N/N=C/c2ccccn2)nnn1-c1nonc1N	-4	5	1	1	1.2	-0.8	37	6	1
CCCc1c(C(=O)N/N=C(/C)c2ccncc2)nnn1-c1nonc1N	13	4	2	1	-3.8	-3.5	42	-15	-6
O=C(C1CC(=O)N(c2ccc(Cl)cc2)C1)N1CCCCCC1 (centres undefined)	4	-2	1	-15	-2.6	-1.2	28	-5	-3
COc1ccc(/C=C/C(=O)NCCc2ccc(S(N)(=O)=O)cc2)cc1	32	1	3	-8	-2.5	-4.8	9	-2	0
COC(=O)c1ccc(C23CC4(C2)[C@H](CN(C)[C@@H]4c2ccccc2)C3c2ccc(C(F)(F)F)cc2)cc1 (some centres undefined)	/	/	1	-8	/	/	35	/	4
CCOC(=O)N1CCN(C(=O)CC(C)S(=O)(=O)c2cc3c(cc2C)NC(=O)CO3)CC1 (centres undefined)	5	-1	3	0	-1.4	-2.0	-1	-12	2
COc1ccc(-n2c(SCC(=O)NNC(=O)c3ccc(C)cc3)nnc2-c2ccncc2)cc1	12	-4	0	1	-4.4	-5.0	-14	-7	-3
O=C(Nc1ccc(N2CCOCC2)nc1)c1ccc(C(F)(F)F)cc1	-32	-13	1	1	-0.7	-1.5	45	3	0
Brc1ccc(CSc2nnc(-c3cnccn3)n2Cc2ccco2)cc1	33	-21	4	-8	-2.1	-3.0	21	-1	-1
N#Cc1c(C(F)(F)F)cc(-c2ccccc2)nc1SCC(=O)N1CCOCC1	26	2	3	-3	-4.7	-1.6	-3	-8	0
CCC(=O)Nc1sccc1C(=O)OC	4	-1	4	2	-0.7	-3.7	-2	-8	-7
Nc1nc(NCC2CCCO2)nc(NCC2CCCO2)c1[N+](=O)[O-] (centres undefined)	24	-7	-4	-4	-2.4	-3.0	-13	-5	4
CC(Oc1ccc(-c2ccccc2)cc1)C(=O)N1CCOCC1 (centres undefined)	-6	-5	-3	5	-1.3	-1.5	34	-8	5
Cc1cccc(C)c1NC(=O)CN(C)CC(=O)Nc1ccc(F)c(Cl)c1	8	4	1	5	-3.6	-0.9	6	14	-1
Cn1cccc1-c1nc2ccccc2n1C	7	-15	1	9	-2.2	-3.3	-8	9	2
ONc1cccnc1-n1nc(C(F)(F)F)cc1C(F)(F)F	7	4	/	0	-2.9	-1.8	53	-6	-6
CCN(C(=O)CSc1nc(-c2ccccc2)c(-c2ccccc2)[nH]1)C1CCS(=O)(=O)C1 (centres undefined)	-1	-7	-6	-12	-6.6	-5.3	56	-5	9
CCc1ccc(NC(=O)CN(c2cccc(C)c2)S(C)(=O)=O)cc1	-7	-8	4	-14	-1.6	-1.5	-7	-6	-2
O=C(c1ccccc1F)N1CCc2ccccc21	-9	-2	9	5	-2.4	-0.7	-7	-9	0
Cc1ccc(NC(=O)COc2ccc(-n3cnnn3)cc2)cc1C	12	5	1	-10	-2.5	-3.9	0	-1	0
Cc1nnc(Nc2ccc(S(N)(=O)=O)cc2)c2ccccc12	30	2	7	2	1.2	-2.9	19	-10	4
COc1ccccc1/C=N/NC(=O)C(C)Cn1cnc2ccccc21 (centres undefined)	5	-8	2	2	-1.2	-2.5	4	-5	2
O=C(O)COCC(=O)NCc1nc(-c2ccc(C(F)(F)F)cc2)no1	/	-6	/	-8	-2.4	-3.2	23	-1	-7
CC1=C(C(=O)OCc2ccccc2)C(c2ccc(C)o2)C2=C(CCCC2=O)N1 (centres undefined)	0	-8	2	-12	-4.0	-1.6	-4	3	3
O=C(OCc1ccccc1)C1CCCN1C(=O)c1cccs1 (centres undefined)	19	-2	2	2	-0.9	1.0	-8	0	0
CCN(CC)CCOC(=O)c1c(C)oc2ccc(O)cc12	-8	-11	2	-18	-4.1	-4.5	-21	-1	3
Cc1cccc2cc(C(c3nnnn3CC3CCCO3)N3CCc4ccccc4C3)c(=O)[nH]c12 (centres undefined)	9	4	/	2	-2.4	-1.9	11	-11	4
COc1cccc(N=C2SC(C(=O)Nc3ccccc3F)CC(=O)N2C)c1 (centres undefined)	-1	5	3	1	1.1	-1.5	4	1	1
CN(CCNC(=O)C1CC(=O)N(C2CCCC2)C1)Cc1ccccc1 (centres undefined)	/	-14	-3	/	0.5	-2.2	/	-4	4

Entries of single compounds as entered above. Values in the order: NALP1 inh, PfM18AAP inh, IDE cell activ, p-CIP stab down, VIM-2 inh, IMP-1 inh, PHOSPHO1 block, GPR7 antagonist, IDE inh
Entry for O=C(OCc1ccccc1)C1CCCN1C(=O)c1cccs1 (centres undefined) : 19, -2, 2, 2, -0.9, 1.0, -8, 0, 0
Entry for COc1cccc(N=C2SC(C(=O)Nc3ccccc3F)CC(=O)N2C)c1 (centres undefined) : -1, 5, 3, 1, 1.1, -1.5, 4, 1, 1

The listing continues:
Molecule	NALP1 inh	PfM18AAP inh	IDE cell activ	p-CIP stab down	VIM-2 inh	IMP-1 inh	PHOSPHO1 block	GPR7 antagonist	IDE inh
C=CCOc1ccc(/C=C/C(=O)OCC(=O)NCCC2=CCCCC2)cc1	3	-4	0	7	-1.4	-4.5	48	-17	6
Cc1nc2cc(NC(=O)NC3CC3)ccc2n1C	29*	-10	7	0	-1.4	-3.4	1	-7	2
CC(C)C(OC(=O)CN1C(=O)COc2ccccc21)C(=O)NC1CCCC1 (centres undefined)	5	-7	9	-4	-1.9	-0.8	0	15	1
CCCNC(=O)c1ccc(C)c(NC(=O)C2=C(C)OCCS2)c1	18	6	6	2	-1.4	-1.9	34	1	2
Cc1ccsc1/C=N/NC(=O)CNC(=O)c1ccc(S(=O)(=O)N(C)C)cc1	0	-13	1	10	0.1	-2.6	11	-4	-7
CCn1ccc(C(=O)Nc2ccc(Cl)cn2)n1	13	-3	8	-15	-2.3	-4.8	0	2	-3
CC(=O)Cn1c2ccccc2n2nc(CCC(=O)O)c(=O)nc12	-4	-2	-1	-6	-0.6	-1.4	-18	-7	2
O=C(COc1ccc(S(=O)(=O)N2CCOCC2)cc1)Nc1ccc(Cl)c(C(F)(F)F)c1	5	3	-3	2	-5.2	-3.0	20	-9	2
CC1Cc2ccccc2N1C(=O)c1cnc2sccn2c1=O (centres undefined)	18	0	7	7	-3.0	-3.6	10	-11	-3
CNC(=O)CSc1nnc(-c2ccco2)n1-c1cccc(OC)c1	7	4	8	15	1.4	-1.0	/	-3	4
O=C(Nc1ccccc1)c1ccc(-c2ccc(Br)cc2)o1	5	-14	-6	-12	-0.2	1.5	1	-6	0
C=CCN(C(=O)c1oc2c(Cl)cc(C)cc2c1C)C1CCS(=O)(=O)C1 (centres undefined)	4	-8	6	-7	1.1	-0.9	33	-18	-2
CN1CCN(C2CC(=O)N(CCc3ccccc3)C2=O)CC1 (centres undefined)	28	-17	7	-12	-0.9	-1.2	20	-1	5
O=C(COC(=O)CCc1nc2ccccc2s1)Nc1ccc(Cl)cn1	16	-6	2	-2	-4.1	-3.0	-4	-5	-2
